Source: PubChem
GLP-1R inv ag: inverse agonists of human GLP-1 receptor. HEK293 GLP-1R CRE-luciferase, luminescence, 24 h; GLP-1R form is constitutively active. Potency, µM (top dose mostly 38.3 µM), inactives show at the top dose activity change, negative = inhibition, usual class: inhibitors. actives 1.6% (n = 410,000). AID 624417; further: potency means the concentration at half of the fitted maximal effect; on the % scale 0 is the no-effect control and ±100 the full control effect; nearly all actives have a fitted effect of over 55% in size
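Readout was luciferase luminescence, measured 12 min after detection reagent at room temperature. Beforehand, GLP-1R reporter HEK293 cells had sat 12 h, then received compounds for 24 hr at 37 deg C.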
DRD3 antagonist: blocks the human D3 dopamine receptor. max response, negative = inhibition, %. actives 2.5% (n = 360,000). D3R cells, DiscoveRx beta-arrestin luminescence, antagonist mode; hits give low values; in the data active means max response below about -50%; inconclusive means no clear call, values can overlap the other calls; further: on the % scale 0 is the no-effect control and ±100 the full control effect; mostly tested at two doses, the higher about 12 µM
Target sequence (P35462 whole entry, looked up): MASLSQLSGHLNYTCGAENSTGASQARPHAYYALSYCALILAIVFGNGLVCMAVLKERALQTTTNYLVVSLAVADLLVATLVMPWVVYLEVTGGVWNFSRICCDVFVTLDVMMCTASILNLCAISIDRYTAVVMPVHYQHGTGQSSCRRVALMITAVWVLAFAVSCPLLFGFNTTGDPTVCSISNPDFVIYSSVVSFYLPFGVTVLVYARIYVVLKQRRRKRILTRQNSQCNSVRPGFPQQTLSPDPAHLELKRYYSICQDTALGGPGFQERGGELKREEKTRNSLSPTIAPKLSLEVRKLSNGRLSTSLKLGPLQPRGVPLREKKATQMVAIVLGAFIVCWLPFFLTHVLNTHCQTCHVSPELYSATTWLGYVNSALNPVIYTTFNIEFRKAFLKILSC
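Cells expressing the human receptor were seeded at 1500 cells/well, incubated overnight at 37 degrees C in 5% CO2, then exposed to library compounds with dopamine controls for 90 minutes at 37 degrees C before luminescent detection.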
IL-2 act: IL-2 activation; activation, % (series mostly up to about 46 µM); actives 0.065% (n = 360,000); IL-2 activation reporter assay, cell-based qHTS; stimulated with anti-CD3/CD4/CD28 beads; in transgenic mouse T cells; AID 652025; in the data active means activation above about 50%; inconclusive means mostly about 30% to 49%; further: 0% is about no effect
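Unstimulated transgenic mouse T cells preincubated 60 min with compound, then stimulated with anti-CD3/anti-CD4-coated beads plus anti-CD28 for 18 h at 37 degrees C. IL-2 response read as EGFP and DsRed fluorescence by plate cytometry.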
GLP1R cytotox: cytotoxicity in counter-screen for GLP-1R inverse agonists; HEK293 cAMP-luciferase reporter cells, luminescence, 24 h; Potency, µM (series often up to 38.3 µM), for inactives: at the highest dose activity change, negative = inhibition, most hits filed as inhibitors; actives 0.13% (n = 410,000); AID 624418;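 further: loss of luciferase light is scored as toxicity; potency means the concentration at half of the fitted maximal effect; on the % scale 0 is the no-effect control and ±100 the full control effect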
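Quantitative HTS format, 1536 wells, 200 cells/uL seeded. Compounds: 23 nL, 24 h, 37 °C. Detection: luciferase reagent, luminescence at 12 min RT; decreased signal taken as cytotoxic.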
PI5P4K alpha inh: blocks human PI5P4K alpha kinase activity. actives 1.2% (n = 330,000). max response, %. P48426. PI5P4Kalpha enzyme, ADP-Glo luminescence, 60 min; hits give low values; active means max response of -50% or lower; inconclusive means between -30% and -50%; inactive means -30% or higher; further: value at the top dose of about 77 µM; on the % scale 0 is the no-effect control and ±100 the full control effect
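PI5P4Kalpha ADP-Glo assay; 5 microM ATP final; 60 min RT reaction; HEPES pH 7.4/EGTA/CHAPS, 5% DMSO; controls lacking substrate or enzyme; luminescent end-point.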
PLK1 PBD block: blocks phosphopeptide binding to human PLK1 polo-box domain; actives 2.8% (n = 360,000); Potency, µM, inactives show max response, negative = inhibition, hits mostly inhibitors; P53350; Plk1 PBD binding of FITC phosphopeptide, fluorescence polarization; further: potency means the concentration at half of the fitted maximal effect; series mostly up to about 57 µM; on the % scale 0 is the no-effect control and ±100 the full control effect; nearly all actives have a fitted effect of over 65% in size
Target sequence (P53350 whole entry, looked up, the tested form may be a part): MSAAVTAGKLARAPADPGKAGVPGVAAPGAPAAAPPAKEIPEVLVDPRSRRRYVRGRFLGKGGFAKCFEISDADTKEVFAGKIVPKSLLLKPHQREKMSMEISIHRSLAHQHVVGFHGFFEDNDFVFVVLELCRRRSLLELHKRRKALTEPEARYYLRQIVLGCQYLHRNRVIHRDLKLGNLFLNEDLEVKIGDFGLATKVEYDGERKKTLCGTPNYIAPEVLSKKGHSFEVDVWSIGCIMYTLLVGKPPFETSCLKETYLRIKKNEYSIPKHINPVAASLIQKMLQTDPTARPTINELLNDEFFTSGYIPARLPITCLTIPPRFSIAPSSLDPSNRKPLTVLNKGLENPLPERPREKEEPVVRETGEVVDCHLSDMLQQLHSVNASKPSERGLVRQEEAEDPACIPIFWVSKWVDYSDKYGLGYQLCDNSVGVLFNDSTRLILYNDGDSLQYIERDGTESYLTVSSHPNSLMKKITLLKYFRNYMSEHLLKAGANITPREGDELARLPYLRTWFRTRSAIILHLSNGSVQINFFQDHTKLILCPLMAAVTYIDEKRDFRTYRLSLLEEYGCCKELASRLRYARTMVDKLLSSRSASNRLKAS
GLP-1R agonist: activates the human GLP-1 receptor. P43220. HEK293 GLP-1R CRE-luciferase, luminescence, 4-6 h; cells express a hypersensitive GLP-1R form. Potency, µM (top dose mostly 45.6 µM), inactives show at the top dose activation, hits mostly activators. actives 0.007% (n = 380,000). AID 624172; further: potency means the concentration at half of the fitted maximal effect; % of control where 0% means no effect
WRN inhibitor: inhibitors of human WRN helicase; WRN helicase unwinding, fluorescent forked duplex, kinetic; Potency, µM (top dose mostly 114 µM), for inactives: at the highest dose activity change, negative = inhibition, usual class: inhibitors; actives 0.46% (n = 360,000); further: potency means the concentration at half of the fitted maximal effect; on the % scale 0 is the no-effect control and ±100 the full control effect; nearly all actives have a fitted effect of over 55% in size
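Enzyme (20 nM final) and test compound sit together 15 min at room temperature before substrate addition. Substrate is a single-forked duplex oligonucleotide (100 nM) labelled with fluorophore and quencher, with 2 mM ATP; helicase unwinding raises red fluorescence, read kinetically.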
D3 ag: D3 dopamine receptor (human) agonism; D3R DiscoveRx beta-arrestin cells, luminescence, 90 min; max activation, %; P35462; actives 0.58% (n = 410,000); in the data active means max activation above about 30%; further: 0% is about no effect; mostly tested at two doses, the higher about 12 µM
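Agonist-mode cell screen: cells plated at 1500/well and incubated overnight at 37 °C, then exposed to library compounds for 90 min at 37 °C. Detection reagent was added for 30–60 min at room temperature, and luminescence was read.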
Numbers without * were called inactive; [ ] = dose if it differs, or a comment. Unless noted, the call rests on the fitted dose curve; in most records, active means well fitted curve in the direction sought with a large enough effect; inconclusive means small, poorly fitted or top-dose-only effect, or another doubt; inactive means no such curve, though single readings can be large; an effect the other way counts as inactive or inconclusive. Compounds were not picked by outcome; any-hit rate near 7.8%.

`CC(=O)N(O)CCCCCNC(=O)CCC(=O)N(O)CCCCCNC(=O)CCC(=O)N(O)CCCCCNC(=O)CCC(=O)O` gave GLP-1R inv ag 2%, DRD3 antagonist 0, IL-2 act 1.0, GLP1R cytotox 1%, PI5P4K alpha inh 0, PLK1 PBD block -1%, GLP-1R agonist -1%, WRN inhibitor -3% and D3 ag 22.
For Cc1c(C)n(-c2ccccc2)c2ncnc(NCCN(C)C)c12 the results were GLP-1R inv ag inconclusive, DRD3 antagonist -15, IL-2 act -2.7, GLP1R cytotox 4%, PI5P4K alpha inh 0, PLK1 PBD block -2%, GLP-1R agonist 6%, WRN inhibitor -6% and D3 ag -13.
For NS(=O)(=O)c1cccc(NC(=O)CSc2nc3ccccc3c(=O)n2CCCN2CCOCC2)c1 the results were GLP-1R inv ag 9%, DRD3 antagonist 21, IL-2 act -0.7, GLP1R cytotox 0%[1.53 µM], PI5P4K alpha inh -2, PLK1 PBD block 0%, GLP-1R agonist -7%, WRN inhibitor -5%[57.1 µM] and D3 ag -5.
`N/C(=N\O)c1ccncc1` gave GLP-1R inv ag 14%, DRD3 antagonist 4, IL-2 act -3.5, GLP1R cytotox 5%, PI5P4K alpha inh 6, PLK1 PBD block -1%, GLP-1R agonist 5%, WRN inhibitor -2% and D3 ag -8.
CCc1ccc(C(=O)CCC(=O)Nc2cccc(S(=O)(=O)N3CCCCC3)c2)cc1 was read as GLP-1R inv ag inconclusive, DRD3 antagonist -8, IL-2 act -1.8, GLP1R cytotox 3%, PI5P4K alpha inh 9, PLK1 PBD block -11%, GLP-1R agonist -3%, WRN inhibitor -3% and D3 ag -8.
CC1C=CCC2C(=O)N(c3ccccc3OC(=O)c3ccco3)C(=O)C12 (centres undefined) was read as GLP-1R inv ag 11%, DRD3 antagonist 14, IL-2 act -0.2, GLP1R cytotox 6%, PI5P4K alpha inh -7, PLK1 PBD block 5%, GLP-1R agonist -3%, WRN inhibitor 6% and D3 ag 1.
CC(C)CN(C(=O)c1ccc(N2CCCC2=O)cc1)C1CCS(=O)(=O)C1 (centres undefined) was read as GLP-1R inv ag 30%, DRD3 antagonist 4, IL-2 act 0.7, GLP1R cytotox -1%, PI5P4K alpha inh 5, PLK1 PBD block -5%, GLP-1R agonist 5%, WRN inhibitor -4% and D3 ag 11.
Screening CSc1cc(-c2ccccc2)[nH]c(=O)c1C#N returned GLP-1R inv ag 8%, DRD3 antagonist 7, IL-2 act 2.4, GLP1R cytotox -11%, PI5P4K alpha inh 1, PLK1 PBD block -15%, GLP-1R agonist -6%, WRN inhibitor 5% and D3 ag -1.
`Cc1cccc(C)c1NC(=O)CN(C)C(=O)[C@H](C)NC(=O)c1ccco1` gave GLP-1R inv ag 8%, DRD3 antagonist -14, IL-2 act -2.1, GLP1R cytotox 14%, PI5P4K alpha inh 2, PLK1 PBD block -9%, GLP-1R agonist 0%, WRN inhibitor -32% and D3 ag -5.
For COc1ccc(S(=O)(=O)Nc2c(O)c3ccccc3oc2=O)cc1 the results were GLP-1R inv ag 18%, DRD3 antagonist 3, IL-2 act -0.4, GLP1R cytotox 11%, PI5P4K alpha inh 0, PLK1 PBD block -14%, GLP-1R agonist 8%, WRN inhibitor 12% and D3 ag 1.
`COc1cccc(N(CC(=O)NCC2CCCO2)C(=O)CNS(=O)(=O)c2ccccc2)c1` (centres undefined) gave GLP-1R inv ag 0%, DRD3 antagonist 7, IL-2 act 0.3, GLP1R cytotox -12%, PI5P4K alpha inh 6, PLK1 PBD block -4%, GLP-1R agonist 4%, WRN inhibitor 1% and D3 ag 9.
For COC(=O)c1ccccc1NC(=O)CN1CCN(c2ccccn2)CC1 the results were GLP-1R inv ag 3%, DRD3 antagonist 32, IL-2 act 3.1, GLP1R cytotox -4%, PI5P4K alpha inh 1, PLK1 PBD block -10%, GLP-1R agonist 18%, WRN inhibitor 7% and D3 ag 0.
CCOC(=O)c1sc(NC(=O)c2ccccc2OC)nc1C was read as GLP-1R inv ag 19%, DRD3 antagonist 10, IL-2 act -3.6, GLP1R cytotox 2%, PI5P4K alpha inh -4, PLK1 PBD block 1%, GLP-1R agonist 6%, WRN inhibitor 0% and D3 ag -6.
For CCCCNC(=S)N1CCN(CC)CC1 the results were GLP-1R inv ag -18%, DRD3 antagonist -1, IL-2 act 1.6, GLP1R cytotox -8%, PI5P4K alpha inh -3, PLK1 PBD block 1%, GLP-1R agonist 4%, WRN inhibitor -7% and D3 ag -2.
`CCN(CCS(=O)(=O)c1ccc(Cl)cc1)Cc1nc2ccccc2c(=O)[nH]1` gave GLP-1R inv ag 1%, DRD3 antagonist 45, IL-2 act -4.8, GLP1R cytotox -30%, PI5P4K alpha inh 4, PLK1 PBD block -7%, GLP-1R agonist -1%, WRN inhibitor 2% and D3 ag 5.
CCN(C(=O)COC(=O)c1ccc(C)c(S(=O)(=O)N2CCCCC2)c1)C1CCS(=O)(=O)C1 (centres undefined) was read as GLP-1R inv ag 0%, DRD3 antagonist 6, IL-2 act -2.7, GLP1R cytotox 5%, PI5P4K alpha inh -5, PLK1 PBD block 1%, GLP-1R agonist 0%, WRN inhibitor 4% and D3 ag 3.
CC1=C(C(=O)N(C(C)C)C(C)C)CC(CC(=O)NCCN2CCOCC2)C(=O)N1Cc1ccc(C(C)(C)C)cc1 (centres undefined) was read as GLP-1R inv ag 10%, DRD3 antagonist -19, IL-2 act 0.0, GLP1R cytotox 6%, PI5P4K alpha inh 1, PLK1 PBD block -8%, GLP-1R agonist 17%, WRN inhibitor -2% and D3 ag -1.
NC(=O)c1nsc(C(=O)N(Cc2ccccc2Cl)C(C(=O)NCC2CCCO2)c2ccc(O)cc2)c1N (centres undefined) was read as GLP-1R inv ag 3%, DRD3 antagonist 7, IL-2 act 0.4, GLP1R cytotox 0%, PI5P4K alpha inh 0, PLK1 PBD block -1%, GLP-1R agonist 9%, WRN inhibitor -4% and D3 ag -19.
O=C(NC(c1ccc2c(c1)OCO2)c1ccccn1)C1CCN(CCOc2ccc(Cl)cc2Cl)CC1 (centres undefined) was read as GLP-1R inv ag inconclusive, DRD3 antagonist -75*, IL-2 act 0.2, GLP1R cytotox -10%, PI5P4K alpha inh 13, PLK1 PBD block 0%, GLP-1R agonist 3%, WRN inhibitor -2% and D3 ag -11.
`O=S(=O)(Nc1cc(Cl)ccc1N1CCOCC1)c1ccccc1Cl` gave GLP-1R inv ag 20%, DRD3 antagonist -12, IL-2 act -0.3, GLP1R cytotox 10%, PI5P4K alpha inh 8, PLK1 PBD block -7%, GLP-1R agonist 8%, WRN inhibitor -2% and D3 ag -5.
`Cc1ccccc1NC(=S)N1CCN(c2ccccc2)CC1` gave GLP-1R inv ag 6%, DRD3 antagonist 0, IL-2 act -0.8, GLP1R cytotox 2%, PI5P4K alpha inh -1, PLK1 PBD block -2%, GLP-1R agonist -4%, WRN inhibitor 2% and D3 ag -13.
For CN(C)S(=O)(=O)c1cccc(NC(=S)N/N=C/C(=O)c2ccccc2)c1 the results were GLP-1R inv ag 7%, DRD3 antagonist -5, IL-2 act 1.1, GLP1R cytotox inconclusive, PI5P4K alpha inh -7, PLK1 PBD block 2%, GLP-1R agonist -27%, WRN inhibitor -1% and D3 ag -7.
For Cc1ccc(S(=O)(=O)Nc2c3ccccc3nc(=O)n2-c2ccccc2)cc1 the results were GLP-1R inv ag 1%, DRD3 antagonist 3, IL-2 act -0.9, GLP1R cytotox 2%, PI5P4K alpha inh 2, PLK1 PBD block 0%, GLP-1R agonist 3%, WRN inhibitor -9% and D3 ag 2.
For CCCCn1c(=O)[nH]c(=O)c2c1nc(-c1ccc(OC)c(Br)c1)n2CC(C)C the results were GLP-1R inv ag inconclusive, DRD3 antagonist 18, IL-2 act -0.3, GLP1R cytotox -15%, PI5P4K alpha inh 2, PLK1 PBD block 6%, GLP-1R agonist 22%, WRN inhibitor -4% and D3 ag 12.
For CC(C)NS(=O)(=O)c1ccc(OCC(=O)NC2CCCCCC2)cc1 the results were GLP-1R inv ag 3%, DRD3 antagonist -5, IL-2 act 0.7, GLP1R cytotox 11%, PI5P4K alpha inh -1, PLK1 PBD block 4%, GLP-1R agonist 0%, WRN inhibitor -11% and D3 ag 0.
`CC(C)(C)c1ccc(C(=O)NCCC(=O)NCc2cccs2)cc1` gave GLP-1R inv ag inconclusive, DRD3 antagonist -18, IL-2 act -1.4, GLP1R cytotox -9%, PI5P4K alpha inh -7, PLK1 PBD block 27µM*, GLP-1R agonist 7%, WRN inhibitor -3% and D3 ag -5.
For COc1ccc(-c2cccc(C3CC=CC4C3C(=O)N(Cc3ccccc3)C4c3ccc4ccccc4c3)c2)cc1 (centres undefined) the results were GLP-1R inv ag inconclusive, DRD3 antagonist -8, IL-2 act -0.1, GLP1R cytotox 4%, PI5P4K alpha inh 2, PLK1 PBD block -22%, GLP-1R agonist -1%, WRN inhibitor -2% and D3 ag 5.
CCN(CC)S(=O)(=O)c1ccc(S(=O)(=O)N2CCCC2C(=O)O)cc1 (centres undefined) was read as GLP-1R inv ag -4%, DRD3 antagonist 25, IL-2 act 0.4, GLP1R cytotox 4%, PLK1 PBD block 0%, GLP-1R agonist 0%, WRN inhibitor -2% and D3 ag 0.

Quoted at random: two entries already listed
For COc1ccc(-c2cccc(C3CC=CC4C3C(=O)N(Cc3ccccc3)C4c3ccc4ccccc4c3)c2)cc1 (centres undefined) the results were GLP-1R inv ag inconclusive, DRD3 antagonist -8, IL-2 act -0.1, GLP1R cytotox 4%, PI5P4K alpha inh 2, PLK1 PBD block -22%, GLP-1R agonist -1%, WRN inhibitor -2% and D3 ag 5.
For CC(C)NS(=O)(=O)c1ccc(OCC(=O)NC2CCCCCC2)cc1 the results were GLP-1R inv ag 3%, DRD3 antagonist -5, IL-2 act 0.7, GLP1R cytotox 11%, PI5P4K alpha inh -1, PLK1 PBD block 4%, GLP-1R agonist 0%, WRN inhibitor -11% and D3 ag 0.
